Assay outcomes: PubChem, National Center for Advancing Translational Sciences (NCATS)
KDM5B inh – KDM5B demethylase inhibition; 220,000 compounds, 2.6% hits; Potency, µM (titrated, usually from 57.7 µM), for inactives: top-dose activity change, negative = inhibition, hits mostly inhibitors; KDM5B demethylase, FDH-coupled NADH fluorescence (FDH is formaldehyde dehydrogenase); AID 1347165; active means well fitted inhibition curve with a large enough effect; inconclusive means small, poorly fitted or top-dose-only effect; inactive means no such curve, though single readings can be large or run the other way; further: 0% is about no effect; nearly all actives have a fitted effect of over 70% in size
Target sequence (Q9UGL1 whole entry, looked up): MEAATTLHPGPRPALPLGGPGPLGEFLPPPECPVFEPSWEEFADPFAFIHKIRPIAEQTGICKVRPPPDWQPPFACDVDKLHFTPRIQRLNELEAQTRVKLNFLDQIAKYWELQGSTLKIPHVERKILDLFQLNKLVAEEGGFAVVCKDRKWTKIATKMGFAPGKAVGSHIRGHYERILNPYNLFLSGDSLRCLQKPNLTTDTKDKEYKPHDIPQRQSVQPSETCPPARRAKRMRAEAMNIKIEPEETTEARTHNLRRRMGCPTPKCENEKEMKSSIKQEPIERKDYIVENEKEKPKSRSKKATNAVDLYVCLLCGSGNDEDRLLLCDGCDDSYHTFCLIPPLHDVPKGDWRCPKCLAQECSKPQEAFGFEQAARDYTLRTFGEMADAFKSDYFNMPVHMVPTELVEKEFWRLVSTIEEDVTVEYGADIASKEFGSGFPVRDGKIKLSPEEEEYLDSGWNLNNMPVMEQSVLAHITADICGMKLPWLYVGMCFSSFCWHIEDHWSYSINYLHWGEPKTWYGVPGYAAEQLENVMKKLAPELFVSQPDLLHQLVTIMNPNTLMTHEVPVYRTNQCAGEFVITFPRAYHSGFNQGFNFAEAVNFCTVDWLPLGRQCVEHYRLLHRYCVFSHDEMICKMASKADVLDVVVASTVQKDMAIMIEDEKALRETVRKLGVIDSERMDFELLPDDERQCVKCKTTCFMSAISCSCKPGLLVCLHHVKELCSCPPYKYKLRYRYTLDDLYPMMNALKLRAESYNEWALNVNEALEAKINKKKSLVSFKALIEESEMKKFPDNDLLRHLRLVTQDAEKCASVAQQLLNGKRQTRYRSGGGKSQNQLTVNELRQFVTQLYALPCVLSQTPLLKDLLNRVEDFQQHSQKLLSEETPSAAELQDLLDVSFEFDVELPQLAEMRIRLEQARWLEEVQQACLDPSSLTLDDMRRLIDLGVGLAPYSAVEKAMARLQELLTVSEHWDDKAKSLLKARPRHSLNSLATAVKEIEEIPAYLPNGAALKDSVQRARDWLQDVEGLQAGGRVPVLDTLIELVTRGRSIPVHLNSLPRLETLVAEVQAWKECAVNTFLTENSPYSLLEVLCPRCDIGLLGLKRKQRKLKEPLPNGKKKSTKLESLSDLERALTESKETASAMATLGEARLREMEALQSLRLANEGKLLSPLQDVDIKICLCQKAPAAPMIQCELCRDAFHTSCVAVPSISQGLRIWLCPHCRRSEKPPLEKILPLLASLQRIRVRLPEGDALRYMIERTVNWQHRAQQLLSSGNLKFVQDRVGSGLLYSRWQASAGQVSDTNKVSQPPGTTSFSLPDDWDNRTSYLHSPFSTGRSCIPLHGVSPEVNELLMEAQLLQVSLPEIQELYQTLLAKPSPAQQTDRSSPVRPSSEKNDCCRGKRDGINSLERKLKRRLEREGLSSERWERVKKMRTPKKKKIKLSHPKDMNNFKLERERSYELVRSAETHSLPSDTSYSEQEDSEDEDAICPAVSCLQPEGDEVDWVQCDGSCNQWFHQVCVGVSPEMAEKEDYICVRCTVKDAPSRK
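Coupled FDH/NAD⁺ fluorescence readout. KDM5BΔAP 200 nM final; compound titration, 10 min RT preincubation; substrate mix 12.5 µM H3K4me3, 25 µM 2-OG, 50 µM Fe(II), 100 µM ascorbate, 0.25 mM NAD⁺, 0.25 U/mL FDH; ΔRFU over 30 min.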
* hit, by the source's call; ? = inconclusive; [ ] = another dose, or the depositor's remark. Potency means the concentration at half of the fitted maximal effect. Some of the compounds tested; the hit share may differ from the screen's.

SMILES	KDM5B inh
NCc1ccccc1-c1cnc2ccccc2c1	?
Cc1cccc(C)c1OCc1cc(C(=O)N(C)CCCC2CCCC2)no1	-24.7%
CN(C)Cc1cn(C[C@H]2C[C@@H](NS(C)(=O)=O)[C@H](O)[C@@H]2O)nn1	6.1%[86.2 µM]
CCCOc1ccc(C(CC(=O)c2ccc(C)cc2)S(=O)(=O)c2ccc(C)cc2)cc1 (stereo not drawn)	-3.0%
O=C(COC(=O)CCc1nc2ccccc2c(=O)[nH]1)Nc1ccc(N2CCOCC2)cc1	22.4%
CC(C)CNC(=O)C1CCc2sc(C(=O)N3CCCCC3)cc2C1 (stereo not drawn)	0.5%
COc1cccc(C(=O)Oc2ccc(C(C)=O)cc2)c1	26.0%
CCCNC(=O)N1CCCCC1c1nc(CCOc2ccc(F)cc2)no1 (stereo not drawn)	14.0%
COc1ccc(-c2nnc(SCC(=O)N3CCC(c4ccccc4)=N3)o2)cc1	-6.8%
CCCCN1CCCc2cc(CN(CCCN3CCOCC3)C(=O)Nc3ccc(OCC)cc3)ccc21	?
COc1ccc2c(c1)c(CN1CCOCCNC(=O)CC1)cn2C	?
Cc1cc(Br)cc2c(C(=O)NC3CCCCC3)cc(-c3ccccc3)nc12	-8.6%
COc1cccc(C(=O)N(C)C(C)c2cccs2)c1 (stereo not drawn)	-11.3%[86.2 µM]
COc1ccc(CNC(=O)C2CCN(S(=O)(=O)c3ccc(C)cc3)CC2)cc1	13.3%
CCC(C)NC(=O)CC1=CSC2=NC(C)=C(C(=O)OC)C(c3cccc([N+](=O)[O-])c3)N12 (stereo not drawn)	-5.3%
CCc1nn(CC(=O)Nc2cc(C)cc(C)c2)c(=O)c2cc3sccc3n12	-11.9%
CN(C(=O)Nc1ccc(Cl)cc1)C(c1ccc(Cl)cc1)c1nccn1C (stereo not drawn)	4.6%
COc1cccc(-c2cc(C(F)(F)F)nc(NCCc3ccc(OC)c(OC)c3)n2)c1	?
Cc1cccc(NC(=S)NNC(=O)c2ccc(-c3ccccc3)cc2)c1	21.9%
COC(=O)c1ccc(CSc2nc3c([nH]c4ccccc43)c(=O)n2-c2ccc(Cl)cc2)o1	-84.7%

In the list so far, these have an NH in an aromatic ring:
SMILES	KDM5B inh
O=C(COC(=O)CCc1nc2ccccc2c(=O)[nH]1)Nc1ccc(N2CCOCC2)cc1	22.4%
COC(=O)c1ccc(CSc2nc3c([nH]c4ccccc43)c(=O)n2-c2ccc(Cl)cc2)o1	-84.7%

Further entries
SMILES	KDM5B inh
O=C(Nc1ccccc1)N1CCC2(CC1)C(=O)NCN2Cc1ccc(Cl)cc1	12.1%
COc1ccc(N(C)S(=O)(=O)c2ccc3c(c2)CCN3C(=O)CCC(=O)O)cc1	-7.0%
COc1ccc(OCC(=O)Nc2ccc3c(C)cc(=O)oc3c2)cc1	?
Cc1cc2cc(-c3c(C)noc3C)nc(N3CCN(C)C(=O)C3)c2o1	-16.2%[86.2 µM]
Oc1ccccc1Nc1nc2ccccc2n2nnnc12	-12.7%
Cc1ccc(NCc2cccn2-c2nnc(N3CCCCCC3)s2)cc1	-16.8%
COCCCNC(=O)C(=O)NCC(c1ccc2c(c1)OCO2)N1CCOCC1 (stereo not drawn)	-2.2%
O=C(Cn1cccc1-c1nc(-c2ccccc2)no1)NCc1ccccc1	-18.7%
O=C(NCCc1cnccn1)c1coc(COc2cccc(C(F)(F)F)c2)n1	-10.5%
CCOC(=O)c1cccc(-n2nnc3c(sc4nc(C)c(Br)c(C)c43)c2=O)c1	-7.4%
COc1ccc(NC(=O)c2cc(S(=O)(=O)N3CCCC3)ccc2OC)cc1	-2.8%
Cc1ccccc1-c1cc(C(=O)NCCc2cnc[nH]2)c2c(c1)N(C)CCO2	35.5µM*
C=CCNC/C=C/c1ccccc1	12.0%
CN(C)C[C@@H]1CN(Cc2ccccc2)C[C@H]1NC(=O)NCc1ccco1	?
O=C(Cc1ccncc1)N1CCC(N2C(=O)C3(CCCCC3)C2c2ccccc2)CC1 (stereo not drawn)	16.9%
Cc1ccc(CN2CC(Oc3ccccc3C(=O)N3CCOCC3)C2)cc1C	6.2%
Cc1cc(C)c(Cn2c3ccccc3c3cnn(CC(=O)NC4CCCCCC4)c(=O)c32)c(C)c1	-11.9%
COC(=O)c1cc(NC(=O)CCc2c(C)nc3cc(-c4ccccc4)nn3c2C)cc(C(=O)OC)c1	?
Nc1nc(CN2CCN(C(c3ccccc3)c3ccccc3)CC2)nc(Nc2ccccc2)n1	-26.3%
COc1ccc(CN2CCC3(C2)C(=NC2CCCC2)NC(=O)N3c2cc(F)cc(F)c2)cc1 (stereo not drawn)	14.8%[115 µM]
Cc1cc(CNC(=O)COc2cccc3ccccc23)c2ccccc2n1	-4.2%
Cc1cc2ccccc2n1CC(=O)N1CCN(CC(=O)NC2CC2)CC1	5.2%
Cc1ccc(C)c(NS(=O)(=O)c2cc3c(cc2C)n(C)c(=O)c(=O)n3C)c1	?
COc1cccc([S+](=O)([O-])N2CCn3cc(C(=O)Nc4ccc(Cl)cc4Cl)nc3C2)c1	2.5%[115 µM]
CCN(CC)C(=O)Cc1c(C)[nH]c2ccc(F)cc12	-1.5%
O=C(NNc1nc2ccccc2s1)Nc1ccc(F)cc1	9.7%
CCC(C)(C)NC(=O)c1cccc2c1CCN2C(=O)Nc1cccc(C)c1	-6.6%
CCc1ccc(CNC(=O)C2c3ccccc3CC(=O)N2C(C)C)cc1 (stereo not drawn)	-23.7%
C/C(=C/C(=O)C(F)(F)F)N1CCc2ccccc2C1	-8.5%
CCCn1c(=O)c2ccc(C(=O)NC(C)CC)cc2n2c(SCc3ccccc3)nnc12 (stereo not drawn)	2.0%
COC(=O)C(C)Oc1ccc2c(C)c(-c3ccc(OC)c(OC)c3)c(=O)oc2c1 (stereo not drawn)	-18.3%
O=C(CC[C@@H]1CNC(=O)[C@@H]2C[C@H](NCc3ccccn3)CN12)NCc1ccccc1	25.1µM*
O=S(=O)(Nc1cccc(Cl)c1)c1ccc2[nH]c3c(c2c1)CCCCCC3	?
CC1=C[C@@H](CNC(=O)NCCO)[C@H](C(C)C)C[C@H]1CC(=O)NCc1cccnc1	1.2%[86.2 µM]
Cc1nc(/C=C/C(=O)N(Cc2ccccc2)C2CC2)cs1	7.0%
CCOc1ccc(NC(=O)c2cc(=O)c3cc(CC)ccc3o2)cc1	14.7%
CC[C@@]1(O)CCN(C(=O)c2cccc(CCC(C)(C)O)c2)C[C@H]1O	-11.4%
CN1CCCCCC(O)c2cc(C(=O)NCC3CC3)ccc21 (stereo not drawn)	-17.8%
COc1ccc(-c2c(C)oc3cc(OC(=O)C(C)(C)C)ccc3c2=O)cc1	4.9%
O=C(/C=C/C1=Cc2ccccc2OC1)c1cccc(O)c1	?

Laid out differently: 2 of the compounds above
SMILES | KDM5B inh
COC(=O)C(C)Oc1ccc2c(C)c(-c3ccc(OC)c(OC)c3)c(=O)oc2c1 (stereo not drawn) | -18.3%
O=C(CC[C@@H]1CNC(=O)[C@@H]2C[C@H](NCc3ccccn3)CN12)NCc1ccccc1 | 25.1µM*

The list continues.
SMILES	KDM5B inh
Cc1ccc(NC(=S)NNC(=O)c2csc(C)c2)cc1	1.1%
O=C(/C=C/c1ccccc1)/C=C/c1ccc(-c2ccccc2)cc1	4.2%
O=C(Cc1ccsc1)N1CCC(n2cc(-c3nc(C4CC4)no3)nn2)C1 (stereo not drawn)	17.3%
COc1ccc(/C=C/C(=O)c2ccc(O)c(CCCl)c2)c(Cl)c1	-14.8%
O=C(NCC(=O)N1CCCCCCC1)c1ccc(Cl)cc1	18.4%
CN(C1CCCCCC1)S(=O)(=O)c1ccc2oc(=O)ccc2c1	13.2%
O=C(c1ccncc1)N1CCC(N2CC3CC(C2)[C@H]2CCCC(=O)N2C3)CC1 (stereo partly drawn)	17.8µM*
Cc1cc(C(=O)N2CCCC2c2nncn2CCN(C)C)n(C)n1 (stereo not drawn)	20.8%
Cc1cccc(N(CC(N)=O)C2SC(=O)N(Cc3cccc(C(=O)O)c3)C2=O)c1 (stereo not drawn)	-8.4%
C=CCN(C)C(=O)C[C@@H]1c2nc(NC(=O)c3ccc(C(C)(C)C)cc3)sc2C[C@@H]2[C@](C)(CO)[C@H](O)CC[C@]21C	31.6µM*
COc1ccc(CNC(=O)C(C)OC(=O)C23CC4CC(CC(C4)C2)C3)cc1 (stereo not drawn)	13.5%
O=C(NC[C@H]1O[C@H](Cc2cc(COc3ccccc3)on2)CC[C@@H]1O)C1CCC1	3.7%[86.2 µM]
COc1ccc(CC(=O)NC2CCCN(c3cc(-c4ccc(F)cc4)[nH]n3)C2)cc1 (stereo not drawn)	-2.5%
O=c1c2sc3ccccc3c2n(Cc2cccc(F)c2)c(=O)n1Cc1ccccc1	-16.2%
COc1cccc(-c2nnc(SCC(=O)N3CCC(C)CC3)o2)c1	-0.3%
CCN(CC)c1ccc(NC(=O)C(Cc2ccccc2)NS(=O)(=O)c2ccc(Br)s2)c(C)c1 (stereo not drawn)	-27.6%
COc1ccc(NC(=O)N2CCOC(c3ccc(Cl)cc3)C2)c(C)c1 (stereo not drawn)	35.1%[activator]
COc1ccc(C(=O)NC2CCN(c3cn[nH]c(=O)c3)CC2)cn1	23.2%
CCOC(=O)c1c(S(=O)(=O)N2CCC(C(=O)N3CCN(c4ccc(F)cc4)CC3)CC2)c(C)n(C)c1C	-26.7%
Cc1ccc(-c2nc(SCC(=O)Nc3cc(C)on3)c3c(=O)n(C)c(=O)n(C)c3n2)cc1	9.5%
COc1ccc(C(=O)NC(C(=O)NCC(C)C)C2CCN(C(=O)C3CCCC3)CC2)cc1 (stereo not drawn)	-7.1%
Cc1ccc(-n2c(=O)c3ccccc3n(CC(=O)Nc3cccc(C(F)(F)F)c3)c2=O)cc1	?
CC(C)CCSc1nc2c(c(=O)[nH]c(=O)n2C)n1C(C)C	16.5%
CCCCn1c(SCC(=O)NCC)nc2cc(C(=O)OC)ccc2c1=O	-16.2%
Cc1ccc(NC(=O)N2CCC(CCNC(=O)c3ccc(F)cc3)CC2)cc1F	27.1%
Cn1c(=O)[nH]c(=O)c2c1nc1n(-c3ccc(F)cc3)c(-c3ccccc3)cn21	11.4%
CN1CCc2[nH]cnc2C12CCN(C(=O)Cc1ccc(F)cc1Cl)CC2	-15.7%
N/C(=N\OC(=O)c1csnn1)c1ccc(C(F)(F)F)cc1	-28.9%
COCC(C)NC(=O)C1=CC(c2ccc3c(c2)OCO3)=NS(=O)(=O)N1C (stereo not drawn)	-24.3%
CN1[C@@H](CCC(=O)NCc2ccccc2)CNC(=O)[C@@H]2[C@H]1CCN2Cc1cccc(Cl)c1	-22.9%
CCOc1ccc(NC(=O)CCCn2c(=O)c3cccn3c3ccccc32)cc1	9.4%
COCCC1(NS(C)(=O)=O)CCN(C(=O)c2cccc(C#N)c2)CC1	6.6%
COCCn1c(=O)c2c(n1Cc1ccccc1)CN(Cc1cccc(C)n1)CC2	35.5µM*
CCOC(=O)C1C(c2ccc(OC)c(OC)c2)NC(=O)NC1(O)C(F)(F)F (stereo not drawn)	3.8%
CN1CCc2c(sc(/N=C/c3c[nH]c4ccccc34)c2C#N)C1	?
COc1ccc(-c2nc3c(s2)CN(C(C(=O)O)c2c[nH]c4cc(CO)ccc24)CC3)cc1OC (stereo not drawn)	?
COc1cccc(CC(=O)N2CC(c3nnc(-c4ccncc4)o3)C3(CCOCC3)C2)c1 (stereo not drawn)	-15.9%
CCC(=O)Nc1cccc(NC(=O)c2cnn(-c3ccc(F)cc3)c2C(F)(F)F)c1C	17.8%
COCCN(C(=O)c1csnn1)C(C(=O)NC1CCCCC1)c1ccc(C)cc1 (stereo not drawn)	26.5%
CC(Sc1nnc(N2CCOCC2)n1-c1cccc(F)c1)c1nc2ccccc2c(=O)[nH]1 (stereo not drawn)	5.2%
CC(C)/C=N/NC(=O)C1CC1	-1.8%
CC(=O)Nc1ccc(NC(=O)c2nc(SCc3ccccc3C)ncc2Cl)cc1	0.2%
CC(C)(C)C1=C(C#N)C(c2ccc3c(c2)OCO3)C(C#N)=C(N)O1 (stereo not drawn)	?
Cc1cc(CNS(=O)(=O)c2ccc3c(c2)CCN(C(=O)C(O)C(C)C)C3)no1 (stereo not drawn)	6.2%
CCOC(=O)C1(Cc2cccc(OC)c2)CCN(CC=C(C)C)CC1	15.8%
O=C(Nc1cccc(C2OC(=O)N(Cc3ccccc3)C2C(=O)Nc2ccccc2)c1)c1ccco1 (stereo not drawn)	10.7%
CNC(=O)Cc1ccc(NC(=O)C2CCCC2)cc1	2.5%
COc1ccc(CN(C(=O)COc2ccccc2OC)C2CCS(=O)(=O)C2)cc1 (stereo not drawn)	-14.5%
COc1cc(F)ccc1-c1nccc2c(=O)cc(N3CCN(C)CC3)oc12	?
CCOc1ccc(N(CC)C(=O)c2nn(-c3ccc(OC)cc3)c(=O)c3c2c2ccccc2n3C)cc1	-13.0%
Cc1ccccc1CN1C[C@@H](CO)[C@H](c2nc(-c3ccncc3)no2)C1	13.7%
CCCCn1c(=O)[nH]c(=O)c2c1nc(CSc1nnnn1-c1ccc(C)cc1C)n2CC	-13.2%
Cc1ccc(S(=O)(=O)N(CC(=O)O)Cc2ccc(Cl)c(Cl)c2)cc1	-6.6%
CN(Cc1cccc(F)c1)C1CCOc2ccccc21 (stereo not drawn)	4.5%[86.2 µM]

Ordered by SMILES length (smallest number first): part of the list above
SMILES	KDM5B inh
CC(C)/C=N/NC(=O)C1CC1	-1.8%
CN(Cc1cccc(F)c1)C1CCOc2ccccc21 (stereo not drawn)	4.5%[86.2 µM]
CNC(=O)Cc1ccc(NC(=O)C2CCCC2)cc1	2.5%
COc1cc(F)ccc1-c1nccc2c(=O)cc(N3CCN(C)CC3)oc12	?
CC(=O)Nc1ccc(NC(=O)c2nc(SCc3ccccc3C)ncc2Cl)cc1	0.2%
COc1ccc(CN(C(=O)COc2ccccc2OC)C2CCS(=O)(=O)C2)cc1 (stereo not drawn)	-14.5%
